# Polio RdRp inh: poliovirus RdRp elongation inhibitors, primary screen, biochemical, fluorescence polarization, total intensity | AID 588519, 2011 | poliovirus polymerase elongation; active compounds read low | Genome polyprotein (Poliovirus type 1 (strain Mahoney)), P03300 | % elongation, % (compound at 16.7 µg/mL) | 150,000 compounds, 0.66% hits; in the data active means % elongation below about 90%; further: some results filed as inactive read as strong as hits
# Target sequence (P03300 1749-2209 limits assumed): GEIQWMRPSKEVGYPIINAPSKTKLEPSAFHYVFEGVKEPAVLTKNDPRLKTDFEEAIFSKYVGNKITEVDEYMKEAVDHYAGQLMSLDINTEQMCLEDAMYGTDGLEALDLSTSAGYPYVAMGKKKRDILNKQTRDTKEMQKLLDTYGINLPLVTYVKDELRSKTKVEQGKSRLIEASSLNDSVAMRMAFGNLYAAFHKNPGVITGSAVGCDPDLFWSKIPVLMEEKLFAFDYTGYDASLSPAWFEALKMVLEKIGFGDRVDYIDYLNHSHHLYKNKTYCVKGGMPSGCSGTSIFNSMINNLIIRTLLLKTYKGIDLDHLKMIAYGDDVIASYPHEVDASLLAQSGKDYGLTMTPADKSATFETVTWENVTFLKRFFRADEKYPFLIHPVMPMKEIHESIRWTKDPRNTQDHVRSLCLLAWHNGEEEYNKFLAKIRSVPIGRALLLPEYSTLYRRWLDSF
# Polio RdRp inh FP z-score: second read-out of Polio RdRp inh, no call of its own (marks repeat the call); z-score; measured here: FP z-score; hits read low
# Active calls of the source: *. Only part of the results is shown. The share of hits here may be higher or lower than overall.
# Second line of a record – Polio RdRp inh, Polio RdRp inh FP z-score
> Cc1nc(SCc2ncc(-c3ccccc3)o2)c2ccccc2n1
  115, 1.3
> CC(Sc1nnc(CC(=O)Nc2ccccc2F)n1C)C(=O)Nc1ccc2c(c1)OCO2 (stereo not given)
  104, 0.9
> O=C1CCCN1CCCn1cnc2c([nH]c3ccccc32)c1=O
  105, 1.2
> CCCN1C(=O)C2(c3ccccc31)c1c(oc3cc(C)c(C)cc3c1=O)C(=O)N2CCCOC (stereo not given)
  110, 1
> COc1cccc(C(=O)NCCSc2c(-c3ccc(F)cc3)[nH]c3ccccc23)c1OC
  108, 0.9
> Cc1cccc(C)c1-n1c(C2CC3CCC2O3)n[nH]c1=S (stereo not given)
  102, -0.3
> O=C(CSc1ncc2c(n1)-c1ccccc1N(Cc1ccc(F)cc1)S2(=O)=O)c1ccc(Cl)cc1
  108, 0.1
> O=S(=O)(NC(c1ccccc1)c1ccccc1)c1ccccc1
  101, -0.2
> CCCC1=Nc2cc(C(=O)NCCc3ccc(OC)cc3OC)ccc2Sc2ccccc21
  111, -0.2
> COC(=O)c1c(NC(=O)Cc2coc3ccc(C(C)C)cc23)sc2c1CCC2
  116, 0.1
> CCN1CCCC1CN(Cc1cc2cc(OC)ccc2[nH]c1=O)C(=O)Nc1ccccc1 (stereo not given)
  102, 0.2
> O=C(NCc1cccs1)C1CCC(CNS(=O)(=O)c2cccc3nsnc23)CC1 (stereo not given)
  105, 2.7
> COC(=O)CSc1nnc(CNC(=O)c2cccs2)n1C
  101, 0.1
> CCOc1cc(/C=C/C(=O)C2C(=O)C=C(C)OC2=O)cc(Br)c1O (stereo not given)
  117, 1.4
> Cc1ccc(-n2ncc3c(=O)n(-c4ccc(F)c(Cl)c4)c(-c4ccco4)nc32)cc1
  102, 0.1
> COc1ccccc1NC(=O)CSc1nnc(N)s1
  83*, -4*
> CC1CCCN(C(=O)Cn2ncc3c([nH]c4ccccc43)c2=O)C1 (stereo not given)
  112, 1.3
> Cc1ccc(NC(=O)Nc2cn(CC(C)C)c(=O)c3ccccc23)cc1N(C)C
  73*, -2.5*
> CCOc1ccc(C2C(C(=O)OC)=CN(CCOC)C=C2C(=O)OC)cc1
  109, 0.6
> Cc1cc(Nc2cccc(F)c2)n2nc(-c3ccco3)nc2n1
  105, -0.1
> CCN1C(=O)/C(=C2\SC(=S)N(c3cccc(Cl)c3)C2=O)c2ccccc21
  100, -0.3
> O=C(CSc1ccccc1Cl)c1cccs1
  104, 0.9
> O=C(CSc1cccc[n+]1[O-])NC1CCCc2ccccc21 (stereo not given)
  100, -0.5
> CC(C)CN1CCc2nc(N3CCN(c4ncccn4)CC3)ncc2C1
  101, -0.7
> O=C(c1ccccc1)c1cncc(Br)c1
  97, -1.2
> CCOC(=O)c1nn(-c2ccc(F)cc2)c(=O)cc1OCC(=O)NC1CCCC1
  104, 0.2
> COc1ccc(CCC(=O)NCc2nc3cccnc3n2Cc2cccc(OC)c2)cc1
  101, -1.5
> Cn1c(/C=C/C(=O)O)nc2ccccc21
  99, -0.6
> Fc1ccc(C=Nc2ccc3c(c2)OCO3)cc1
  104, 0.3
> N#CC(C#N)=Cc1ccc(O)c(Cl)c1
  100, -0.1

# Next section, overlapping the part above by five compounds.
# Second line of a record – Polio RdRp inh, Polio RdRp inh FP z-score
> CCOC(=O)c1nn(-c2ccc(F)cc2)c(=O)cc1OCC(=O)NC1CCCC1
  104, 0.2
> COc1ccc(CCC(=O)NCc2nc3cccnc3n2Cc2cccc(OC)c2)cc1
  101, -1.5
> Cn1c(/C=C/C(=O)O)nc2ccccc21
  99, -0.6
> Fc1ccc(C=Nc2ccc3c(c2)OCO3)cc1
  104, 0.3
> N#CC(C#N)=Cc1ccc(O)c(Cl)c1
  100, -0.1
> Cc1ccc(CSc2nc(-c3cccs3)ccc2C#N)cc1
  108, 1
> COc1cccc(NC(=O)c2oc3ccccc3c2NC(=O)C23CC4CC(CC(C4)C2)C3)c1
  101, -1
> S=C1NCN(C2CCCC2)CN1
  95, -1.7
> CCOC(=O)c1c(S(=O)(=O)NCC(=O)Nc2cc(C)ccc2OC)c(C)n(C)c1C
  107, 0.2
> COC(=O)C1=CNC=C(C(=O)OC)C1c1ccc(Cl)cc1
  101, 0.1
> O=C(O)c1nn(CN2CCN(c3ccccc3F)CC2)c2ccccc12
  107, 0.6
> CCc1nc(C)cc(CN(C)C)c1O
  100, 0.1
> COC(=O)c1cc(=O)n2c(c1C(=O)c1cccs1)SCC2
  103, 0.6
> COc1ccccc1CNC(=O)CCCCn1c(=O)c2ccccc2n(CC(=O)Nc2cccc(Cl)c2)c1=O
  105, -0.3
> CCn1c(=O)c2sccc2n2c(CCCC(=O)N3CCN(c4ccccc4OC)CC3)nnc12
  116, 0.2
> COc1ccc(-c2cc(C(C)=O)c(C)n2CCC(=O)Nc2cc(C)ccc2OC)cc1
  105, 0
> Cc1ccc(NC(CNS(=O)(=O)c2ccc(Cl)cc2)c2ccccc2)cc1 (stereo not given)
  109, 0.3
> Cc1ccc(C)c(Cn2c3ccccc3c3cnn(CC(=O)NCC(C)c4ccccc4)c(=O)c32)c1 (stereo not given)
  104, -0.5
> Cn1cccc1CNCc1ccccn1
  98, -2
> COc1cc(/C=N/NC(=O)c2sc(N)nc2C)ccc1O
  99, -0.6
> CC(C)(C)C(=O)CSc1nc2ccccc2c(=O)n1CC1CC1
  109, 0.9
> CCOC(=O)CSc1nc2ncccc2c(=O)n1Cc1ccccc1
  98, -1.5
> CC(C)(C)C(O)(CC#CCN1CCCC1)c1ccccc1 (stereo not given)
  105, 0.7
> COc1ccc(CCNc2ncnc3c2c(-c2ccccc2)cn3-c2ccc(F)cc2)cc1OC
  112, 0.9
> COc1ccc(N2CCN(Cc3nc4c(c(=O)n(C)c(=O)n4C)n3C(C)C)CC2)cc1
  103, -0.3
> Cc1ccc(S(=O)(=O)/N=C(\N)Nc2nc3ccccc3o2)cc1
  105, 0.9
> Cc1ccc(C(=O)/C=C/c2cn(CC(O)CN3CCc4ccccc43)c3ccccc23)cc1 (stereo not given)
  109, 0.4
> COC(=O)c1c[nH]c(=S)n1C
  106, 0.2
> Cc1nc2c(C)cccn2c1C(Nc1ccc(F)cc1)c1ccccc1 (stereo not given)
  101, -0.4
> CC(=O)Nc1c(C(=O)N2CCN(C(=O)c3ccco3)CC2)oc2ccccc12
  102, 0.8
> Cc1nc2scc(-c3ccccc3)c2c(=O)n1/N=C/N(C)C
  44, -7.4
> CCOC(=O)c1cc(-c2ccccc2)n(CC(=O)NC(C)(C)C)c1C
  103, 1
> N/N=C(/C(=N/N)c1ccccc1)c1ccccc1
  102, 0.2
> O=C(CN1CCCCCCC1)Nc1ccc2c(c1)OCO2
  103, 0.4
> COC(=O)c1sc(-c2ccccc2)cc1NC(=O)Nc1ccc(Cl)cc1
  104, -0.3
> Cc1ccc2[nH]c(=O)c3cc(C(=O)N(C)c4ccc(Br)cc4)sc3c2c1
  104, 0
> O=C(OCC(=O)c1ccc[nH]1)c1ccc(S(=O)(=O)N2CCCCC2)cc1
  96, -1.1
> O=c1[nH]nc(-c2nnc3n2-c2ccccc2SC3)c2ccccc12
  104, 0.1
> CCC1CCCCN1CCCNC(=O)CN1C(=O)c2cccnc2Oc2ccc(Cl)cc21 (stereo not given)
  107, 0.3
> O=C(Nc1ccccc1C(=O)N1CCCCC1)c1nsc2ccccc12
  110, 0.7
> CCc1ccc(NC(=O)CS(=O)(=O)c2ccc(Cl)cc2)cc1
  102, 0
> Cc1nc2cc(Cl)ccc2c(=O)n1CC1CCCO1 (stereo not given)
  108, 0.4
> C/C(=N\O)C12CC3(C)CC(C)(CC(C)(C3)C1)C2
  103, 0
> Cc1cccn2cc(CNC(=O)C3CCCCC3)nc12
  102, 0.2
> CN1CCCN(C(=O)c2cccnc2Cl)CC1
  101, -0.4
> COC(=O)c1ccc(-n2c(C)cc3ccccc32)s1
  101, -0.4
> O=C(CCSCc1ccc(Cl)cc1)N1CCN(c2ccccc2F)CC1
  112, 0.4
> CCOc1ccc(C(=O)Nc2c(C(=O)c3ccccc3)oc3ccccc23)cc1
  102, -0.4
> On1c2c(c3c4nonc4ccc31)CCCC2
  96, -2.2
> COc1ccc(C)cc1-n1nnnc1SC(C)C(=O)NCc1ccco1 (stereo not given)
  101, -0.4
> CCOC(=O)c1c(C)[nH]c(C(=O)COc2ccccc2OCC)c1C
  107, 0.4
> COc1ccccc1-c1ccnc2c(-c3ccc(Br)cc3)c(C)nn12
  109, 1.2
> NC(=S)N=Nc1c(O)[nH]c2ccccc12
  101, 0.3
> CCOC(=O)CNC(=O)N1[C@H](c2cccs2)[C@@H](C)C(=O)[C@@H](C)[C@@H]1c1cccs1
  108, 0.2
> Cc1ccc2c(c1)C(O)(C(=O)NC(N)=O)C(=O)N2 (stereo not given)
  100, -0.8

# (cont.)
# Second line of a record – Polio RdRp inh, Polio RdRp inh FP z-score
> CCn1c(=O)c(=O)[nH]c2c(=O)oc3ccc(S(=O)(=O)Nc4ccc(OC)cc4)cc3c21
  101, 0.1
> CCOC(=O)c1cccc(Nc2ncnc3ccccc23)c1
  103, 0.3
> NC(=O)c1cnn(Cc2ccccc2)c1N
  99, -0.3
> CCOc1ccc(NC2=CC(=O)C=CC2=O)cc1
  100, -0.7
> CCOC(=O)CSc1nc(-c2ccc(OC)cc2)cc(C(F)(F)F)n1
  104, 0.5
> Clc1ncnc2sc3c(c12)CCC3
  97, -0.3
> COc1ccc2nc(SCC(=O)Nc3ccc(N4CCCC4)cc3)c(C#N)cc2c1
  103, 0.3
> O=C1CCCC2=C1C(c1ccccc1)NC(=S)N2 (stereo not given)
  103, 0.4
> COc1ccc(-n2nnc(-c3nc(-c4ccc5c(c4)OCO5)no3)c2C)cc1Cl
  112, 0.4
> Clc1cccc(-c2nc3ccccn3c2Nc2ccc3c(c2)OCCO3)c1
  104, -1.2
> COc1ccc(CCCc2nc3ccccc3[nH]2)cc1
  101, -0.2
> Cc1ccc(CN(C)c2nc3ccccc3nc2NS(=O)(=O)c2ccc3c(c2)OCCO3)o1
  109, 0.9
> CCCCN(CC)c1nc(-c2ccccc2F)nc2ccccc12
  110, 0.9
> c1ccc(N=C(Nc2ccccc2)N2CCOCC2)cc1
  103, 0.2
> Cc1ccc(-n2nc(C)c3c2N2COCN(C3)c3c(c(C)nn3-c3ccc(C)cc3)C2)cc1
  95, -0.7
> CC(NC(=O)CCSCc1ccccc1F)c1ccccc1 (stereo not given)
  109, -0.4
> CCOC(=O)C1=C(CS(=O)(=O)c2ccc(C)c(C)c2)NC(=O)NC1c1ccccc1OCC (stereo not given)
  108, 0.2
> N#CCCN(C(=S)Nc1cccc(C(F)(F)F)c1)C1CCCCC1
  104, 0.1
> CCS(=O)(=O)N1CCC(C(=O)O)CC1
  100, -0.5
> COc1ccc(OC)c2c(C)cc(=O)[nH]c12
  104, 0.3

# Of the compounds above, these contain a COOH group:
# Second line of a record – Polio RdRp inh, Polio RdRp inh FP z-score
> Cn1c(/C=C/C(=O)O)nc2ccccc21
  99, -0.6
> O=C(O)c1nn(CN2CCN(c3ccccc3F)CC2)c2ccccc12
  107, 0.6
> CCS(=O)(=O)N1CCC(C(=O)O)CC1
  100, -0.5

# The results go on:
# Second line of a record – Polio RdRp inh, Polio RdRp inh FP z-score
> CC(C)(C)c1cc(C(C)(C)C)n(-c2ccc(N=Cc3ccccc3O)cc2)n1
  103, 0
> c1ccc(C2=Nn3cc(-c4ccccc4)nc3SC2)cc1
  95, -0.6
> CC(=O)NCCc1ccc(S(N)(=O)=O)cc1
  100, -0.1
> C/C(C=NN1CCN(Cc2ccccc2)CC1)=C\c1ccccc1
  100, -0.3
> CCOC(=O)c1sc(N(Cc2nc(-c3cccc(C)c3)oc2C)C(C)=O)c(C#N)c1C
  103, -0.2
> CCn1nnc2cc(C(=O)Nc3ccc(C(=O)OC(C)C)cc3)ccc21
  111, 1.2
> COC(=O)N/N=C\c1c(C)n(Cc2ccccc2)c2ccccc12
  99, -0.3
> COc1ccc(CN=CC2=C(O)CC(C)(C)CC2=O)cc1
  101, -0.4
> Nc1nccc(-c2nn(-c3ccc(F)cc3)ccc2=O)n1
  101, -0.3
> CCOc1ccc2c(c1)C1(C)CC(C)(C)N2C(=O)N1c1ccc(Cl)c(Cl)c1 (stereo not given)
  101, -0.3
> NP(N)(=O)C12CC3CC(CC(C3)C1)C2
  100, -0.1
> O=C(Nc1ccccc1F)c1ccc2snnc2c1
  101, -0.6
> Cc1ccc(-n2c(Cc3ccccc3)nnc2SCc2nc(-c3cccs3)no2)cc1
  104, -0.8
> CCN(CC)CCCn1c(N)c(-c2nc3ccccc3[nH]2)c2nc(C#N)c(C#N)nc21
  85, -5.4
> COc1ccc(OC)c(NS(=O)(=O)c2ccc(-c3cc(C)no3)s2)c1
  105, -0.4
> Cc1ccc2c(CC(=O)Nc3cccc(C(F)(F)F)c3)coc2c1
  117, 0.1
> O=C(Nc1ccc(F)cc1)C1C2C3CCC(C3)C12 (stereo not given)
  106, 0.5
> O=C(Nc1ccc(N2CCOCC2)cc1)C1CC(=O)N(Cc2ccccc2)C1 (stereo not given)
  102, 0.2
> CCC(=O)Oc1ccc(/C=C(\C#N)c2nc3ccccc3[nH]2)cc1OC
  105, 0.3
> CS(=O)(=O)Nc1ccc(-c2nc3cccnc3s2)cc1
  100, -0.3
> O=C(O)CCS(=O)(=O)c1cccc2cccnc12
  99, -0.4
> CN(C)c1ccc(C=NCCCN2CCOCC2)cc1
  98, -0.1
> CCOc1ccc(-c2cn3c(n2)sc2cc(C(=O)N(C)Cc4ccccc4)ccc23)cc1
  101, 0
> CCCN(CCC)C(=O)Cn1c(SCc2cccc(F)c2)nc2cccnc21
  107, -0.4
> CCc1nc2ccccc2c(C(=O)OCC(=O)N(C)Cc2ccccc2)c1C
  103, 1
> Cc1c(C(=O)NC2CCOc3ccccc32)oc2ccccc12 (stereo not given)
  102, 0.2
> CCSc1nnc(-c2cccc(S(=O)(=O)N3CCOCC3)c2)n1-c1ccc(F)cc1
  96, -1.4
> NCCC12CC3CC(CC(C3)C1)C2
  104, 0.5
